Source: PubChem BioAssay
All columns: NCI-60 one-dose screen, growth in % after 48 h at 10 µM unless noted; 100 = growth as untreated, 0 = no growth, -100 = all killed.
NCI-H522: NCI-H522 lung cancer; 78,000 tested, 8% active
SK-OV-3: SK-OV-3 ovarian cancer cells; 80,000 tested, 3.2% active; AID 1794785
OVCAR-3: OVCAR-3 ovarian cancer. 79,000 tested, 7% active
NCI/ADR-RES: NCI/ADR-RES ovarian cells | 81,000 tested, 4.4% active | AID 1794790
OVCAR-5: OVCAR-5 ovarian cancer; 82,000 tested, 2.9% active
OVCAR-8: OVCAR-8 ovarian cancer. 81,000 tested, 4.4% active. AID 1794782
NCI-H23: NCI-H23 lung cancer; 80,000 tested, 4% active; AID 1794731
OVCAR-4: OVCAR-4 ovarian cancer cells; 80,000 tested, 3.7% active
IGROV1: IGROV1 ovarian cancer. 79,000 tested, 4.7% active
Active calls of the source: *; . = no result given; & = joins results of further samples. Rule for the calls: active = growth percent below 10; inactive = the rest.

Compound	NCI-H522	SK-OV-3	OVCAR-3	NCI/ADR-RES	OVCAR-5	OVCAR-8	NCI-H23	OVCAR-4	IGROV1
c1ccc(-c2cc(-c3ccccc3-c3ccccc3)no2)cc1	85.8	95.6	103.0	91.0	97.2	97.8	86.5	85.1	91.2
C#CCOC(=O)/C=C/c1cn(-c2ccccc2)nc1-c1ccccc1	79.5	87.7	96.0	95.6	99.8	86.4	102.7	98.0	90.5
C=CS(=O)(=O)CCO	92.5	110.5	105.6	108.8	104.7	102.4	108.1	116.5	119.8
Nc1c(Cl)[nH]cnc1=S	94.0	92.5	108.0	100.3	104.7	101.1	91.8	109.2	85.3
CC1CCC2(C)OC1OC2CN (centres undefined)	95.8	111.9	103.7	111.9	102.1	102.1	106.5	114.0	113.7
O=C(Oc1ccccc1)N(c1ccccc1)c1ccccc1	101.2	105.9	.	100.4	101.2	108.0	94.9	96.8	99.1
O=C(Nc1ccncc1)C(=O)c1cn(S(=O)(=O)c2ccc(Br)s2)c2ccccc12	62.1	98.0	86.7	80.9	105.3	97.4	71.1	86.2	82.0
COc1cccc(-c2cc(-c3ccc(F)cc3)c(C#N)c(=O)[nH]2)c1	96.5	112.2	100.3	103.6	109.7	97.6	94.3	88.6	89.7
Cn1c2ccccc2c2c3c(c4c5ccccc5n(C)c4c21)C(=O)OC3	88.8	100.3	101.8	95.5	95.9	98.6	97.6	96.9	78.0
O=S(=O)(Nc1ccccn1)c1ccc(Nc2nc(N3CCOCC3)c3ccccc3n2)cc1	63.7	89.4	101.3	98.4	98.1	93.3	87.8	88.5	101.5
COc1cc(-c2noc(-c3cccnc3)n2)cc(OC)c1OC	91.0	107.5	106.5	97.3	97.7	100.0	95.3	103.8	98.3
OC(c1ccccn1)C(O)c1ccccn1 (centres undefined)	.	103.4	112.6	111.0	90.7	102.1	97.5	107.5	97.9
Clc1nc2ccccc2nc1-c1nnc(-c2ccccc2)o1	95.4	112.8	112.5	99.6	100.2	99.6	99.8	96.9	95.0
CC(=O)Oc1c(Br)cc(Br)cc1-c1ccccc1	82.9	90.9	114.0	92.8	104.8	98.9	101.4	113.0	94.8
COc1ccc2sc3c(NCCCN(C)C)nc4ccccc4c3c(=O)c2c1	79.4	74.9	-18.5*	55.7	89.8	61.9	56.7	-10.0*	54.2
COC(=O)c1nc(-c2ccccc2)oc1S(=O)(=O)N(C)CCO	32.7	89.8	34.7	97.2	82.5	85.6	90.9	77.4	69.2
COC(=O)c1c2c(c3ccc4c5ccccc5ccc4n13)C(=O)c1ccccc1C2=O	96.5	92.9	104.3	97.7	103.0	99.8	92.7	107.2	106.2
O=C(O)c1cc(F)ccc1O	81.4	96.3	104.1	99.9	112.7	104.7	97.5	114.0	100.9
CC(C)(CNC1CCCCC1)OC(=O)c1ccc(N)cc1	.	102.4	110.7	103.3	113.2	97.5	99.9	108.0	98.4
O=[N+]([O-])c1ccc(I)c(CNCc2ccccc2)c1	101.8	102.3	101.1	107.5	101.4	107.6	107.1	96.7	101.3
Clc1ccc(-c2nnc(CCc3nc(-c4ccc(Br)cc4)no3)o2)cc1	90.6	120.7	111.3	107.6	103.8	107.0	104.5	113.0	103.9
CCCC(/C=C/C(C)C)(C(=O)OCC)C(=O)OCC	108.2	95.9	110.6	104.0	115.8	104.6	103.0	102.6	105.7
C1=C(c2ccccc2)C(c2ccc(OCCN3CCCCC3)cc2)Oc2ccccc21 (centres undefined)	24.7	74.0	65.6	68.4	72.4	77.0	58.4	64.0	44.2
S=C(Nc1ccccc1)Nc1ccc(NC(=S)Nc2ccccc2)cc1	97.2	111.4	105.7	106.0	106.8	98.9	99.0	97.0	107.0
CC(Cc1ccc(O)c(O)c1)(NN)C(=O)O (centres undefined)	101.4	105.6	109.8	106.3	105.9	101.7	102.4	105.6	92.3
Cn1cc(/C=C2\SC(=S)N(CCCC(=O)Nc3ccc(O)cc3)C2=O)c2ccccc21	88.8	90.5	104.0	98.5	106.4	88.9	100.5	96.1	86.4
O=C(c1ccccc1)c1c(Nc2ccccc2)n[nH]c1-c1ccccc1	79.6	96.8	88.7	63.9	105.6	80.5	90.8	77.6	87.4
COc1cc(C(=O)Nc2ccc(N(C)C)cc2)cc(OC)c1OC	.	85.7	101.4	87.3	94.7	92.2	95.4	93.1	93.7
COc1ccc(C2=NN(c3ccccc3)C(c3ccc(OCc4ccc(F)cc4)c(OC)c3)C2)cc1OC (centres undefined)	89.9	94.5	116.0	112.7	96.6	91.6	101.0	109.5	103.1
O=C(C(Br)Br)C(Br)C(Br)c1ccccc1 (centres undefined)	-33.3*	116.2	2.0*	94.5	108.1	88.0	90.1	43.1	84.3

3 compounds drawn at random from the list so far:
Compound	NCI-H522	SK-OV-3	OVCAR-3	NCI/ADR-RES	OVCAR-5	OVCAR-8	NCI-H23	OVCAR-4	IGROV1
O=C(O)c1cc(F)ccc1O	81.4	96.3	104.1	99.9	112.7	104.7	97.5	114.0	100.9
O=C(C(Br)Br)C(Br)C(Br)c1ccccc1 (centres undefined)	-33.3*	116.2	2.0*	94.5	108.1	88.0	90.1	43.1	84.3
COC(=O)c1nc(-c2ccccc2)oc1S(=O)(=O)N(C)CCO	32.7	89.8	34.7	97.2	82.5	85.6	90.9	77.4	69.2

Further compounds
Compound	NCI-H522	SK-OV-3	OVCAR-3	NCI/ADR-RES	OVCAR-5	OVCAR-8	NCI-H23	OVCAR-4	IGROV1
O=[N+]([O-])c1cccc(-c2nnc3c(/C=C/c4ccc(F)cc4)nc4ccccc4n23)c1	81.0	101.5	115.8	87.4	108.0	85.2	91.7	73.7	108.6
N#CCCN1C/C(=C/c2ccc(Cl)cc2)C(=O)/C(=C/c2ccc(Cl)cc2)C1	-82.2*	-10.2*	-48.6*	11.1	4.0*	-22.0*	-29.9*	8.2*	-66.7*
Cn1c2c(cc(S(=O)(=O)c3ccccc3)c1=O)CCc1c-2cnn1-c1ccccc1	48.4	103.9	97.4	102.9	95.9	90.1	.	77.9	113.2
N/N=C(\N)c1c(N)nc(=S)[nH]c1-c1ccc(Cl)cc1Cl	95.3	86.7	109.1	114.1	108.3	109.7	103.3	105.1	105.6
Cc1ccc(NC(=O)N2CCCCC2)cc1NC(=O)N1CCCCC1	89.0	129.5	115.4	116.2	120.2	113.7	110.8	100.3	87.7
O=S(=O)(NCCNS(=O)(=O)c1ccccc1)c1ccccc1	112.9	107.6	110.4	96.4	86.2	103.4	93.3	102.7	113.5
Cc1nn(-c2ccccc2)c2nc3nc[nH]c(=O)c3c(-c3ccc(Cl)cc3)c12	.	97.2	110.6	95.7	91.3	90.1	107.9	.	96.8
O=c1c2ccccc2nc2oc3ccccc3n12	105.2	110.0	104.2	101.6	103.3	106.7	87.8	89.0	.
O=C1C(=O)c2ccccc2C(O)=C1CC=C(Cl)Cl	42.1&43.7	58.4&73.9	67.1&65.8	55.7&57.6	87.2&35.3	44.3	71.5&67.6	84.4&83.9	42.7
O=C1Nc2ccc(Br)cc2/C1=N/N=C/c1cccc(F)c1	89.1	91.7	89.3	99.3	109.1	95.8	94.6	92.1	99.0
NC(C(=O)O)C(O)c1ccc(OCc2ccccc2)c(OCc2ccccc2)c1 (centres undefined)	93.5	103.3	106.1	93.3	100.9	99.6	96.3	106.8	.
COc1ccc(-c2nnc(NC(=O)Nc3ccc(S(N)(=O)=O)cc3)s2)cc1	98.8	110.3	110.2	96.7	96.6	110.9	94.6	114.1	102.3
COc1ncc(-c2ccc3ncnc(Nc4cccc(Cl)c4)c3c2)cc1NS(=O)(=O)CCN1CCOCC1	14.0	-25.9*	5.8*	30.1	6.4*	16.9	21.4	33.1	-36.9*
O=C1CC2CC1C1C=CCC21 (centres undefined)	.	99.7	105.0	109.7	98.6	103.7	105.0	123.8	104.6
O=C1NC(=S)S/C1=C\c1cn(-c2ccccc2)nc1-c1ccc([N+](=O)[O-])cc1	-4.1*	6.0*	21.7	13.6	48.5	18.0	.	15.0	29.2

An excerpt from above, reduced to OVCAR-8, NCI-H23 and OVCAR-5:
Compound	OVCAR-8	NCI-H23	OVCAR-5
O=S(=O)(NCCNS(=O)(=O)c1ccccc1)c1ccccc1	103.4	93.3	86.2
Cc1nn(-c2ccccc2)c2nc3nc[nH]c(=O)c3c(-c3ccc(Cl)cc3)c12	90.1	107.9	91.3

Next results follow.
Compound	NCI-H522	SK-OV-3	OVCAR-3	NCI/ADR-RES	OVCAR-5	OVCAR-8	NCI-H23	OVCAR-4	IGROV1
COc1ccc(NC(=O)CSc2ccc(-c3ccc(OC)cc3)nn2)cc1	103.6	97.7	118.4	80.6	98.2	87.7	78.4	89.4	93.4
O=C1N(Cc2ccccc2)C(=O)C(Cc2ccccc2)(Cc2ccccc2)C(=O)N1Cc1ccccc1	77.4	79.0	81.4	79.8	83.5	83.8	.	71.8	79.0
O=S(=O)(Oc1ccccc1-c1ccccc1)c1ccccc1	68.7	97.9	89.8	72.6	100.0	111.7	89.1	86.5	87.1
CC(C)COC(=O)COC(=O)OCCOCCOC(=O)OCC(=O)OCC(C)C	95.9	100.4	126.4	105.5	101.2	99.7	100.2	110.0	105.0
Nc1ccc(C(=O)Nc2ccc(S(=O)(=O)O)cc2)cc1	88.8	97.9	112.4	102.7	91.7	109.3	95.1	104.3	98.2
Cc1ccc(/C=C/c2nn3c(-c4ccco4)nnc3s2)cc1	94.4	115.3	.	104.0	100.0	100.2	104.5	101.8	107.4
C=C1CC[C@@H]2[C@]3(C)COC(c4cn[nH]c4-c4ccc(OC)cc4)O[C@@H]3CC[C@@]2(C)[C@@H]1C/C=C1/C(=O)OCC1O (some centres undefined)	-18.4*	6.1*	5.6*	16.7	-27.1*	-3.3*	-12.6*	3.8*	17.1
CCn1c(N)c2nnn(-c3ccc(S(N)(=O)=O)cc3)c2nc1=S	92.3	96.5	110.3	97.9	118.2	95.3	90.6	116.5	103.8
COc1cc2c3nc4cc(C)c(C)cc4nc3n(CCC(C)C)c2cc1OC	64.5	84.5	73.2	48.7	81.2	50.5	70.2	37.0	41.6
Nc1nn2c(-c3cc4cc(Br)ccc4oc3=O)ccnc2c1N=Nc1ccc(F)cc1	53.9	115.3	125.5	48.6	104.9	65.8	74.0	102.8	56.0
CCNCCOc1ccc(/C(=C(/CC)c2ccc(Cl)cc2)c2ccc(OCCCN(C)C)cc2)cc1	-76.7*	-93.8*	-77.4*	-82.5*	-93.0*	-81.7*	-87.3*	-88.0*	-82.3*
CC1(C)CC(=O)C(c2c(-c3ccccc3)[nH]c3[nH]c(=S)[nH]c(=O)c23)=C(O)C1	106.8	114.1	123.5	107.8	98.4	100.0	110.3	113.8	131.9
Cn1cnc([N+](=O)[O-])c1Sc1nnc(-c2ccccc2)c(-c2ccccc2)n1	85.4	119.8	51.3	82.3	93.6	101.9	79.5	73.9	72.0
Brc1c2cccnc2n2nnc3ccccc3c12	66.9	83.2	85.0	84.7	90.8	71.0	71.7	82.2	.
O=C(c1nnc(Nc2ccccc2Br)o1)c1c[nH]c2ccccc12	98.2	83.0	97.2	101.7	99.6	94.9	88.1	106.0	72.6
CCS(=O)(=O)C(Br)CBr (centres undefined)	66.1	86.0	103.1	98.0	106.9	112.1	98.4	86.3	100.7

As entered above.
`CCS(=O)(=O)C(Br)CBr` (centres undefined) | IGROV1 = 100.7
`O=C1N(Cc2ccccc2)C(=O)C(Cc2ccccc2)(Cc2ccccc2)C(=O)N1Cc1ccccc1` | OVCAR-3 = 81.4
